S1P2 antag – blocks the human S1P2 receptor | cell-based S1P2 antagonist assay, inhibition at 5 uM | inhibition, % at 5 µM | hit rate 0.21% among 97,000 | AID 736; in the data active = inhibition above about 45%;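 also: CRE beta-lactamase reporter cells expressing human S1P2 stimulated with S1P; 0% = agonist at EC80 alone and 100% = agonist plus reference antagonist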
Target sequence (O95136 whole entry, looked up): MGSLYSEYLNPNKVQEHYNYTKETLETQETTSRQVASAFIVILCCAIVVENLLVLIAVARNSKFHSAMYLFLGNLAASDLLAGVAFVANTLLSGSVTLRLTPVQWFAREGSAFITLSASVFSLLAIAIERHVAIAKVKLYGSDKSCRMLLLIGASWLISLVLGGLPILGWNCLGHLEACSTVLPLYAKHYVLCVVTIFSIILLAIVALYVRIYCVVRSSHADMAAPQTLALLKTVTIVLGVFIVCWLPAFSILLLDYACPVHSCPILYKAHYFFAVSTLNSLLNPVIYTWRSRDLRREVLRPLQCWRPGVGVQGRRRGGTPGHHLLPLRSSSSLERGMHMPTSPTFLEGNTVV
S1P2 agonist – activates the human S1P2 receptor; AID 729; hit rate 0.46% among 97,000; O95136; S1P2-expressing cell line, agonist reporter read-out; activation, % at 4.5 µM; in the data active = activation above about 16%;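 also: 0% = vehicle low control and 100% = maximal reference agonist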
PostGolgi ctrl – growth of the yeast control strain, post-Golgi counter-screen. hit rate 5% among 98,000. efflux-deficient yeast background strain, growth absorbance A615, 16 h. inhibition, % at 10 µM; in the data active = inhibition above about 30%
sEH act – activators of human soluble epoxide hydrolase; activation, % at 2 µM; P34913; purified human sEH enzymatic activity, activator screen; AID 717; hit rate 0.04% among 91,000; in the data active = activation above about 37%; also: values of inactives mirror those of a sister screen read the other way
Target sequence (P34913 whole entry, looked up): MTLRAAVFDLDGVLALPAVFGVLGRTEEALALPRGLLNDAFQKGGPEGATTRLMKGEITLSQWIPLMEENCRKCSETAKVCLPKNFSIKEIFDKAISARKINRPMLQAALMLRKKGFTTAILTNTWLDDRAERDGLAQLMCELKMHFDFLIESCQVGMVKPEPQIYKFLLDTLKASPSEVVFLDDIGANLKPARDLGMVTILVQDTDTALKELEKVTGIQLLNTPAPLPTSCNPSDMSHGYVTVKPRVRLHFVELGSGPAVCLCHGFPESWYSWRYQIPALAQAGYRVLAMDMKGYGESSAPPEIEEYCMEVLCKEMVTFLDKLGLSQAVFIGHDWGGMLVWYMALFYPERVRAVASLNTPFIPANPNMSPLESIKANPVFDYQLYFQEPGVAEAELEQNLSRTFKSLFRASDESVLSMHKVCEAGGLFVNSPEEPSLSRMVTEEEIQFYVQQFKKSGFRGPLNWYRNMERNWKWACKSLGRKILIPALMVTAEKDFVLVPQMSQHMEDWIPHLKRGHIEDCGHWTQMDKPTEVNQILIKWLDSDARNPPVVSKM
HUVEC prolif 384 – blocks proliferation of human endothelial cells | HUVEC proliferation, CellTiter-Glo luminescence, 72 h; hits give low values | viability, % at 10 µM (by protocol) | hit rate 1.1% among 86,000 | AID 648;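 active = viability at or below 30%; inactive = viability above 30%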;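 also: 100% = median luminescence of DMSO-only cell control wells on each plate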
sEH inh – blocks human soluble epoxide hydrolase activity; inhibition, % at 2 µM; hit rate 0.34% among 91,000; recombinant human sEH enzymatic activity assay; in the data active = inhibition above about 80%; also: values of inactives mirror those of a sister screen read the other way; many of its hits are not listed in these tables
Lung fibro prol – blocks proliferation of human lung fibroblasts; hit rate 1.1% among 85,000; viability, % at 10 µM; LL 47 human lung fibroblast viability, ATP luminescence; hits give low values;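 active = viability at or below 50% in the single dose screen; inactive = viability above 50%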;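 also: compound exposure lasted 72 h before the ATP readout; 100% = median luminescence of untreated cell-only wells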
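Test system: LL 47 human lung fibroblasts; Quantity: 1,150 cells/well; Buffer or medium: IMEM plus 15% FBS; Dosing: tenfold compound dosing solution, DMSO at 0.1%; Timing: overnight cell rest, 72 h compound treatment at 37 °C; Detection: ATP-based CellTiter-Glo luminescent readout; Read-out basis: viability percentage against median untreated-cell control; Controls: cell-only wells, no compound.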
H69AR inhibit – blocks growth of human H69AR lung tumor cells. H69AR lung tumor viability, ATP luminescence, 72 h; hits give low values. viability, % at 10 µM. hit rate 6% among 85,000. AID 598;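 active = viability at or below 40%; inactive = viability above 40%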;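 also: multidrug resistant small cell line overexpressing MRP-1 efflux transporter; 100% = mean luminescence of untreated control wells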
PTPN22 act – LYP (human) phosphatase activation | Q9Y2R2 | AID 697 | activation, % at 2 µM | recombinant LYP, DiFMUP fluorescence; 0 = plate median, 100 = signal doubled | hit rate 0.11% among 96,000;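 active = activation at 2 µM above a set limit, the mean plus 5 SD, cut at about 37% in these data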
Active calls of the source: *; / = not tested or not shown. Some of the compounds tested; rates above refer to the full screens.

SMILES	S1P2 antag	S1P2 agonist	PostGolgi ctrl	sEH act	HUVEC prolif 384	sEH inh	Lung fibro prol	H69AR inhibit	PTPN22 act
COc1cccc(C(=O)Nc2ccc3c(c2)C(=O)N(CCC(=O)O)C3=O)c1	-6	-5	3	-1	88	4	96	89	-5
Cn1nnnc1SCc1csc(Nc2ccccc2)n1	/	/	4	/	98	/	96	105	/
CCOc1ccc(N(CC(=O)NCC2CCCO2)S(=O)(=O)c2ccc(Cl)cc2)cc1 (configuration not stated)	3	-2	4	9	92	-9	87	82	-7
Cn1cnnc1SCCC(=O)Nc1ccccc1	-12	-4	-3	17	96	-17	104	102	0
O=C(CSc1nnc(Cc2cccs2)n1Cc1ccco1)Nc1cc(Cl)cc(Cl)c1	3	-10	35*	-15	84	13	101	73	-6
CCOC(=O)c1cc(C#N)c(N)nc1C	-34	-4	8	-1	91	3	98	103	3
CCCn1nnc2ccccc2c1=O	3	-2	21	-8	/	9	/	/	8
Cc1c(C#N)c2ccccc2n1CC(=O)O	9	-5	-1	-1	100	2	89	95	-6
O=C(NCc1ccco1)C(c1ccccc1)N(Cc1ccccc1)C(=O)Cn1nnc2ccccc21 (configuration not stated)	3	-7	/	-6	77	11	93	68	7
CCOc1ccc(C2C(C#N)=C(N)Oc3cc(C)n(CCN4CCOCC4)c(=O)c32)cc1OCC (configuration not stated)	/	/	2	/	86	/	103	76	/
CN(C)c1nc2c(c(=O)n(C)c(=O)n2C)n1Cc1ccccc1	-5	1	1	17	105	-19	96	89	-3
CC1CCN(S(=O)(=O)c2cccc(S(=O)(=O)N3CCOCC3)c2)CC1	15	-2	0	-9	107	8	107	104	12
CC(=O)NC(CCS(C)(=O)=O)C(=O)Nc1cc(Cl)ccc1Cl (configuration not stated)	/	/	32*	/	101	/	94	95	/
O=c1cc(-c2ccccc2)[nH]c2[nH]n(-c3ccccc3)c(=O)c12	-8	-4	5	-6	90	6	104	101	-11
CC(NC(=O)c1ccccc1Br)c1nnc(SCc2ccc([N+](=O)[O-])cc2)n1C (configuration not stated)	-1	-5	-10	-13	/	15	/	/	2
COCCCNc1nc2ccccc2nc1NS(=O)(=O)c1cccs1	14	-3	16	10	114	-8	93	96	-2
Cn1c(=O)cc(SCC(=O)NCCCN2CCN(c3ccc(F)cc3)CC2)c2ccccc21	6	-11	-1	/	66	/	90	88	3
c1cnc2ccc(C(c3nnnn3C3CCCCC3)N3CCCCC3)cc2c1 (configuration not stated)	-10	-6	/	-14	103	14	89	82	-8
CCc1nc(SCC(=O)Nc2cc(C)on2)n[nH]1	6	-11	-2	3	98	-5	91	95	-6
O=C(c1ccco1)N(Cc1cc2ccccc2[nH]c1=O)CC1CCCO1 (configuration not stated)	-35	-1	5	5	100	-8	106	91	-9
CCCCCC(=O)NC(=S)Nc1ccccc1C(=O)OC	3	-1	8	17	/	-14	/	/	-7
Cc1cc(=O)n2nc(N3CCCC(C(=O)N4CCN(c5ccccc5)CC4)C3)sc2n1 (configuration not stated)	/	/	4	/	109	/	101	83	/
CCOc1cc(C2NC(=O)NC(C)=C2C(C)=O)cc(Cl)c1OCC(=O)O (configuration not stated)	-7	1	0	-6	102	5	103	102	-10
CC12CCC(c3c(CO)nn(-c4ccccc4)c31)C2(C)C (configuration not stated)	16	-9	10	-2	103	4	100	96	0
O=C(/C=C/c1ccccc1Cl)NCc1ccco1	22	-3	4	-12	/	14	/	/	-2
N=c1c(-c2nc3ccccc3[nH]2)cc(C(=O)c2cccs2)nn1-c1ccc(Cl)cc1	-29	30*	/	-5	24*	9	71	7.4*	-6
CCCCOC(=O)Nc1ccc(S(=O)(=O)Nc2cc(C)nc(C)n2)cc1	/	/	2	/	96	/	104	86	/
N#Cc1nc(Cc2ccccc2)oc1NCCN1CCOCC1	13	-2	27	-4	92	4	95	88	11
CCCN(CCC)CCNC(=O)C(NS(=O)(=O)c1ccc2c(c1)CCC(=O)N2)c1ccccc1 (configuration not stated)	5	-5	31*	1	96	-5	103	98	5
CCc1ccccc1NC(=O)CC(O)(C(=O)OC)C(F)(F)F (configuration not stated)	0	-3	-6	5	94	-2	103	96	37*
CCOC(=O)Nc1sc2c(c1C(=O)OCC)CCC2	-10	-3	12	-5	107	6	104	97	-3
O=C(CSc1nnc(-c2ccc(F)cc2)o1)c1ccc2c(c1)OCCO2	-7	-7	13	-5	97	5	97	92	-7
COc1ccccc1-c1c(C)nn2c(N3CCN(Cc4ccccc4)CC3)cc(C)nc12	3	-6	30*	3	90	-3	87	55	-6
CCOC(=O)c1ccc(NC(=O)CSc2nnc(Cn3c(=O)sc4ccccc43)n2C)cc1	/	/	-3	/	65	/	95	16*	/
COc1ccc(C2(CNC(=O)c3ccc(OC)c([N+](=O)[O-])c3)CCOCC2)cc1OC	5	0	9	6	/	-3	/	/	-7
COCC(=O)N(C)C1(c2nnnn2CCOC(=O)Nc2ccc(Cl)cc2)CCCC1	-4	-5	-3	-16	99	19	93	/	-4

A draw from above in order of SMILES length, largest number first.
SMILES	S1P2 antag	S1P2 agonist	PostGolgi ctrl	sEH act	HUVEC prolif 384	sEH inh	Lung fibro prol	H69AR inhibit	PTPN22 act
COc1ccc(C2(CNC(=O)c3ccc(OC)c([N+](=O)[O-])c3)CCOCC2)cc1OC	5	0	9	6	/	-3	/	/	-7
CCc1ccccc1NC(=O)CC(O)(C(=O)OC)C(F)(F)F (configuration not stated)	0	-3	-6	5	94	-2	103	96	37*
CCOC(=O)Nc1sc2c(c1C(=O)OCC)CCC2	-10	-3	12	-5	107	6	104	97	-3

Other structures follow.
SMILES	S1P2 antag	S1P2 agonist	PostGolgi ctrl	sEH act	HUVEC prolif 384	sEH inh	Lung fibro prol	H69AR inhibit	PTPN22 act
CCn1c(SCC(=O)Nc2cc(OC)ccc2OC)nnc1C1CCCCC1	16	-8	3	-1	102	-2	109	85	0
CCOC(=O)Nc1cccc(Cl)c1C	15	-7	17	12	/	-10	/	/	-16
Cc1ccc(N2C(=O)c3ccccc3C2Nc2ccccc2)nc1 (configuration not stated)	7	-2	14	3	94	-5	94	81	0
O=C(O)CCCC(=O)Nc1ccccc1Br	28	-4	6	-9	115	9	101	89	2
Cn1c(=O)[nH]c(=O)c2c1nc(N1CCCC1)n2CCSc1nc2ccccc2[nH]1	-27	2	6	17	/	-16	/	/	1
CCOc1cc(NC(=O)C2CCCO2)c(OCC)cc1NC(=O)C1CC1 (configuration not stated)	3	-7	8	-8	94	9	96	70	-2
O=C(/C=C/Nc1ccccc1)c1ccccc1	2	-2	4	5	80	-2	99	95	0
CC1CC(C)CN(c2nc3c(c(=O)n(C)c(=O)n3C)n2CCSc2ncccn2)C1 (configuration not stated)	-5	-9	5	/	95	/	99	74	10
CCCNc1ncccc1C(N)=O	/	/	9	/	91	/	93	106	/
CC1(C)CC(=O)C(C=NCC2CCCO2)=C(O)C1 (configuration not stated)	-22	-1	5	7	121	-7	92	86	-4
O=C(COc1ccccc1Br)c1ccc(O)cc1O	20	-4	18	0	99	3	105	98	-5
O=C(Nc1ccccc1)Nc1cc(Cl)cc(Cl)c1	-17	-4	56*	-74	28*	72	54	1.8*	-3

Next section; it opens with the 2 that closed the last part.
SMILES	S1P2 antag	S1P2 agonist	PostGolgi ctrl	sEH act	HUVEC prolif 384	sEH inh	Lung fibro prol	H69AR inhibit	PTPN22 act
O=C(COc1ccccc1Br)c1ccc(O)cc1O	20	-4	18	0	99	3	105	98	-5
O=C(Nc1ccccc1)Nc1cc(Cl)cc(Cl)c1	-17	-4	56*	-74	28*	72	54	1.8*	-3
COCc1cc(C)nc(SCC(=O)NCc2ccco2)c1C#N	/	/	20	/	107	/	97	90	/
COc1ccccc1C(=O)NC(C)C(c1cccs1)N1CCOCC1 (configuration not stated)	-15	-3	3	4	75	-1	88	92	-4
CC12CCC(C(=O)N(Cc3ccccc3)Cc3ccccc3)(OC1=O)C2(C)C (configuration not stated)	-9	-3	38*	-6	91	6	81	75	5
O=C(O)c1ccccc1C(=O)NCc1ccc(F)cc1	12	-9	20	11	96	-12	102	85	-1
C=C1CC2C=C(NC(C)=O)CC(C1)C2 (configuration not stated)	15	-7	-7	1	92	-4	104	95	0
N#Cc1c(-c2cccs2)cc(-c2cccnc2)nc1N	-35	4	3	2	/	-4	/	/	2
Cc1cc(C)cc(-n2nnnc2SCC(=O)Nc2cccc(NC(=O)c3ccco3)c2)c1	12	-1	13	-33	57	34	102	51	1
NC(=O)CC(NC(=O)OCc1ccccc1)C(=O)O (configuration not stated)	-1	-3	15	10	108	-11	101	102	-6
O=C(OCC#CCSc1nc2ccccc2o1)c1ccco1	6	-8	7	2	85	-1	95	95	-8
O=C(CSc1nc(Nc2ccccc2)nc(N2CCOCC2)n1)Nc1ccc([N+](=O)[O-])cc1	-32	-3	17	-3	80	0	90	49	27
O=C(O)CN1C(=O)Nc2ccc(Br)cc2C1c1ccccc1 (configuration not stated)	/	/	4	/	82	/	97	96	/
COc1cccc(NC(=O)COC(=O)c2c(-c3ccccc3)noc2C)c1	-7	-7	15	/	106	/	97	78	2
CSC1=N/C(=C\C=C\c2cccs2)C(=O)S1	21	-5	4	-8	76	7	90	70	-1
Cc1ccc(-n2ncc(C#N)c2/N=C/N2CCOCC2)cc1	-4	-3	2	3	97	-3	/	86	1
CN(C)/C=C1\C(=O)N(c2ccc(Cl)cc2)CS1(=O)=O	3	-2	0	7	/	-4	/	/	3
CCOC(=O)N1CCC(NC(=O)CSCc2nc(-c3sccc3C)oc2C)CC1	7	-9	15	-48	97	47	93	91	10
O=C(NCCOC(=O)C1COc2ccccc2O1)C1COc2ccccc2O1 (configuration not stated)	-9	-1	-4	-7	92	6	96	78	-7
Cc1nn(-c2nc3ccccc3s2)c(N)c1-c1ccccc1	3	22*	3	11	110	-12	98	88	-6
COC(=O)CC1COc2ccccc2N1C(=O)c1cccc(Cl)c1 (configuration not stated)	8	0	3	6	/	-3	/	/	-2
COCCNC(=O)C(c1ccc(F)cc1)N(Cc1ccco1)C(=O)CCC(=O)Nc1nccs1 (configuration not stated)	8	-9	10	/	91	/	103	92	-1
CCOc1ccc(/C=C/C(=O)Nc2ccc(OC)cc2[N+](=O)[O-])cc1	4	-4	1	1	/	-2	/	/	1
O=C(COc1cccc(-n2cnnn2)c1)N1CCOCC1	17	-6	26	-7	87	7	99	94	-7
O=C(Cn1c(=O)oc2ccccc21)NCc1ccco1	22	-6	2	/	/	/	/	/	4
COc1cc(NC(=O)CS(=O)(=O)c2ccccc2)cc(OC)c1OC	-14	-3	11	-9	96	13	98	98	-2
Cn1ccc(C(=O)N2CCCc3ccccc32)n1	7	-1	3	4	/	-3	/	/	10
Cc1cc(C)c2[nH]c(=O)c(CN(Cc3ccc4c(c3)OCO4)Cc3nnnn3C3CCCC3)cc2c1	9	-8	19	-15	87	16	93	51	-15
N#Cc1c2n(c3c(=O)n(Cc4ccc(Cl)cc4)cnc13)CCCC2	3	-3	7	8	86	-10	89	90	-1
C=CCOC(=O)C1=C(C)NC(SCC(=O)Nc2ccc(C)c(Cl)c2)=C(C#N)C1c1ccco1 (configuration not stated)	-7	2	-7	/	61	/	17*	7.0*	-1
Cc1cc(NC(=O)CCn2c(=O)sc3ccccc32)no1	-6	-3	/	0	101	4	93	90	3
COc1ccc(S(=O)(=O)N2CCC(C(=O)N3CCCCCC3)CC2)cc1	-2	-4	16	-5	113	5	102	94	-7
O=C(NCc1ccc2c(c1)OCO2)C1COc2ccccc2O1 (configuration not stated)	-2	-2	/	-4	98	5	105	100	9
CC(CC(=O)Nc1cc([N+](=O)[O-])ccc1Cl)c1ccccc1 (configuration not stated)	7	-3	9	1	/	0	/	/	-2
Cc1ccc2[nH]c3c(c2c1)CN(C(=O)CN1CCSCC1)CC3	17	0	-3	5	103	-5	104	86	-2
COc1cc(OC)cc(C(=O)NC(=S)NCc2ccco2)c1	6	-1	10	-1	/	3	/	/	-12
Cc1ccc(Nc2cccccc2=O)cc1	1	-1	9	-4	118	6	110	105	0
O=C(CSc1nnc(-c2ccccc2F)o1)OCc1ccccc1	-1	-7	-5	0	85	5	96	89	4
CN(c1ccc(OCC(=O)NC2CCCC2)cc1)S(=O)(=O)c1cccs1	-14	-3	5	-51	/	52	/	/	2
